Myeloid diff MLP: compounds promoting myeloid differentiation | AID 624256 | calls only at 10 µM | ER-HoxA9 myeloid progenitors, lysozyme-GFP differentiation, flow cytometry | 1% of 360,000 active;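 active = normalized GFP-positive differentiation at or above the plate's own cutoff, the solvent-only control mean plus 3 SD; inconclusive = no clear call, values can overlap the other calls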;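 note: cells exposed to compound for four days before flow analysis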
NOD2 inhibition: NOD2 signaling inhibitors, cell-based, luminescence, uHTS, HEK293 (AID 1566); HEK293 NOD2/NF-kB luciferase reporter, luminescence; higher % means a stronger effect; one-dose inhibition, % at 4 µM; EC50 in µM for titrated hits; 0.63% of 290,000 active; note: many of its hits are not listed in these tables
GPR55 LPI antagonism: GPR55 antagonists blocking LPI-driven arrestin recruitment, primary screen, imaging, U2OS, beta-arrestin-GFP, LPI agonist (AID 2013); U2OS GPR55 beta-arrestin-GFP translocation imaging, LPI antagonism; higher % means a stronger effect; one-dose inhibition, % at 10 µM; IC50 in µM for titrated hits; 0.13% of 290,000 active;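 active = spots per cell inhibited over 60%, with over 100 cells counted and total cytoplasm intensity under 500,000; inconclusive = wells with under 100 cells, flagged as likely toxic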;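 note: U2OS cells stably carrying GPR55 and arrestin-GFP stimulated by 5 µM LPI near EC80; imaged beta-arrestin-GFP aggregate spots per cell after agonist stimulation; plate controls were LPI-stimulated DMSO wells for no effect and DMSO wells without LPI for full effect; some results filed as inactive read as strong as hits; confirmed hits need IC50 under 10 µM and bright autofluorescent wells are also inconclusive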
KOR beta-arrestin-1: kappa opioid receptor activators – cell-based, luminescence, uHTS, primary screen (AID 1777). KOR beta-arrestin recruitment, luminescence; higher % means a stronger effect. one-dose activation, % at 10 µM; EC50 in µM for titrated hits. 0.02% of 280,000 active; in the data active = activation above about 50%, passing the limit was not always enough; note: a part of the inactive calls stands beside numbers as strong as those of hits
KOR beta-arrestin-2: KOR antagonists, beta-arrestin recruitment, cell-based, luminescence, uHTS (AID 1778); KOR beta-arrestin recruitment, luminescence, antagonist mode; higher % means a stronger effect; one-dose inhibition, % at 10 µM; IC50 in µM for titrated hits; 0.091% of 290,000 active; note: strong numbers were not always called active
NOD1 NF-kB reporter: inhibition of NOD1-driven NF-kB reporter – cell-based, luminescence, uHTS, primary screen (AID 1578); NOD1-driven NF-kB luciferase reporter cells, luminescence; higher % means a stronger effect; one-dose inhibition, % at 4 µM; EC50 in µM for titrated hits; 1% of 290,000 active; in the data active = inhibition mostly above about 36%, no sharp cut-off; inactive = mostly below about 34%;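 note: HEK-293T reporter cells stimulated with the NOD1 agonist gamma-tri-DAP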
NTR1 ag: agonists of NTR1, primary screen, imaging, U2OS cells, beta-arrestin-GFP, high content (AID 493036). P30989. NTR1-U2OS beta-arrestin-GFP spot imaging, agonist mode. activation, % at 20 µM. 0.17% of 330,000 active;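 active = activation at or above 40% of the spot to cytoplasm intensity ratio, with at least 20 cells analyzed; inconclusive = wells under 20 cells, flagged as cytotoxic or low count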;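 note: 0% = DMSO without peptide and 100% = 100 nM NTR1 peptide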
Target sequence (P30989 whole entry, looked up): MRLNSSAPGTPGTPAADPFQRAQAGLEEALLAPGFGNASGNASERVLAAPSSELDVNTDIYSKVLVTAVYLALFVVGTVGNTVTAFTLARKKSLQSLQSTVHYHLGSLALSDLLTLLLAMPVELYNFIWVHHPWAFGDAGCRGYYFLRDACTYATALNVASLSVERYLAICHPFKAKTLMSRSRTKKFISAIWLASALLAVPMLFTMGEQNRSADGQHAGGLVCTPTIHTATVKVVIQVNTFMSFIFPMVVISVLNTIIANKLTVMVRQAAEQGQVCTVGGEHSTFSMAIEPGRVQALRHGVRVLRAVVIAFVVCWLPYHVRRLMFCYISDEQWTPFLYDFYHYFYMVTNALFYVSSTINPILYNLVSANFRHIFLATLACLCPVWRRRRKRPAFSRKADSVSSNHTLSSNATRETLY
GPR55 beta-arrestin: selective activators of receptor GPR55 – imaging, U2OS cells, beta-arrestin-GFP redistribution, primary screen (AID 1961) | 0.048% of 290,000 active | activation, % at 10 µM; hits with a dose series show EC50 in µM | U2OS GPR55 beta-arrestin-GFP redistribution imaging; higher % means a stronger effect;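 active = activation above 40% with more than 50 cells counted in the well; inconclusive = wells holding fewer than 50 cells, flagged as toxic or sparse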;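 note: U2OS osteosarcoma cells stably expressing GPR55 and beta-arrestin-GFP; plate controls were DMSO negative control for no effect and LPI positive control for full effect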
T cell modulator: T cell immune modulators affecting CD8 T cell-vesicle binding | 2C CD8+ T cell-vesicle binding, flow cytometry; active compounds read low | calls only at 7 µM | 0.068% of 330,000 active | AID 2052;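 active = response, share of CD8 T cells binding vesicles, and their 90th percentile fluorescence all below set limits, cut at about 80% in these data, passing the limit was not always enough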
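Material: murine 2C transgenic CD8+ T lymphocytes / Also added: QL9-peptide-loaded Drosophila micro-vesicles bearing Ld, ICAM-1 and B7-1 / Schedule: binding step 1.5 h, 37 °C, antibody labelling 20 min, ice / Signal: flow cytometry, PE anti-B7-1 (FL2) versus Alexa647 anti-CD8 (FL8), PFA-fixed / Evaluation: percent CD8+ FL2 mean versus row control / Benchmarks: naked versus QL9-loaded vesicles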
T cell modulator vesicle-bound %: further read-out of T cell modulator, marked with its call; double positive events, %; measured here: CD8+ vesicle-bound cell fraction;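 binding gate set so that unloaded-vesicle control wells show 10% double positive cells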
NTR1 ag cell count 20 µM: second read-out of NTR1 ag, no call of its own (marks repeat the call); cell count; measured here: cell count, cytotoxicity flag
Myeloid diff MLP GFP+ MAC1+ %: also measured in Myeloid diff MLP; calls as there; GFP+ MAC1+ double positive, %; measured here: differentiation confirmed by MAC1 staining
* hit, by the source's call. Cut-off read from the data, not from the text of the source, unless noted: active = inhibition above about 50%; inactive = the rest.

CC1CCN(CCCNC(=O)CN2CCN(Cc3ccc(Cl)cc3)C2=O)CC1 was read as Myeloid diff MLP inactive, NOD2 inhibition 10%, GPR55 LPI antagonism -2%, KOR beta-arrestin-1 1.0%, KOR beta-arrestin-2 -38%, NOD1 NF-kB reporter 41%, NTR1 ag 0.7, GPR55 beta-arrestin 0.3%, T cell modulator inactive, T cell modulator vesicle-bound % 38, NTR1 ag cell count 20 µM 78 and Myeloid diff MLP GFP+ MAC1+ % 2.6.
COc1ccc(-c2cc(C(=O)Nc3c(C)nn(Cc4ccc(Cl)cc4)c3C)no2)cc1 was read as Myeloid diff MLP inactive, NOD2 inhibition 18%, GPR55 LPI antagonism -14%, KOR beta-arrestin-1 -0.1%, KOR beta-arrestin-2 -42%, NOD1 NF-kB reporter -30%, NTR1 ag 14, GPR55 beta-arrestin -0.1%, T cell modulator inactive, T cell modulator vesicle-bound % 14, NTR1 ag cell count 20 µM 54 and Myeloid diff MLP GFP+ MAC1+ % 5.1.
Screening Cc1cc(C)c2c(CN3CCN(Cc4ccc5c(c4)OCO5)CC3)cc(=O)oc2c1C returned Myeloid diff MLP inactive, NOD2 inhibition -14%, GPR55 LPI antagonism -2%, KOR beta-arrestin-1 -6.1%, KOR beta-arrestin-2 -2%, NOD1 NF-kB reporter 0%, NTR1 ag 9.2, GPR55 beta-arrestin 0.1%, T cell modulator inactive, T cell modulator vesicle-bound % 52, NTR1 ag cell count 20 µM 65 and Myeloid diff MLP GFP+ MAC1+ % 0.4.
For CN1CCN(CCC(=O)Nc2ccc3c(c2)OCO3)CC1 the results were Myeloid diff MLP inactive, NOD2 inhibition 5%, GPR55 LPI antagonism 1%, KOR beta-arrestin-1 16%, KOR beta-arrestin-2 9%, NOD1 NF-kB reporter -27%, NTR1 ag -7.4, GPR55 beta-arrestin -0.3%, T cell modulator inactive, T cell modulator vesicle-bound % 29, NTR1 ag cell count 20 µM 95 and Myeloid diff MLP GFP+ MAC1+ % 0.6.
Screening CC(=O)c1ccc(N2CCN(C(=O)C3CCC3)CC2)cc1 returned Myeloid diff MLP inactive, NOD2 inhibition -21%, GPR55 LPI antagonism -2%, KOR beta-arrestin-1 2.5%, KOR beta-arrestin-2 1%, NOD1 NF-kB reporter -41%, NTR1 ag -0.1, GPR55 beta-arrestin -0.1%, NTR1 ag cell count 20 µM 64 and Myeloid diff MLP GFP+ MAC1+ % 6.0.
COc1ccc(S(=O)(=O)C(C#N)c2nc3ccccc3nc2N2CCC(C)CC2)cc1 (stereo unspecified) was read as NOD2 inhibition -10%, GPR55 LPI antagonism -3%, KOR beta-arrestin-1 2.4%, KOR beta-arrestin-2 -4%, NOD1 NF-kB reporter -13%, NTR1 ag 1.8, GPR55 beta-arrestin 1.2%, T cell modulator inactive, T cell modulator vesicle-bound % 17 and NTR1 ag cell count 20 µM 46.
Screening CCOc1ccc(NS(=O)(=O)c2ccc(C(=O)N(C)Cc3cccc(OC)c3OC)cc2)cc1 returned Myeloid diff MLP inactive, NOD2 inhibition 12%, GPR55 LPI antagonism 1%, KOR beta-arrestin-1 7.4%, KOR beta-arrestin-2 -3%, NOD1 NF-kB reporter -4%, NTR1 ag 1.2, GPR55 beta-arrestin -0.1%, T cell modulator inactive, T cell modulator vesicle-bound % 11, NTR1 ag cell count 20 µM 58 and Myeloid diff MLP GFP+ MAC1+ % 1.6.
`O=C(COc1ccccc1)Nc1ccccc1C(=O)NCc1ccco1` gave Myeloid diff MLP inactive, NOD2 inhibition -22%, GPR55 LPI antagonism 0%, KOR beta-arrestin-1 -4.1%, KOR beta-arrestin-2 -9%, NOD1 NF-kB reporter -35%, NTR1 ag -1.8, GPR55 beta-arrestin 0.3%, T cell modulator inactive, T cell modulator vesicle-bound % 18, NTR1 ag cell count 20 µM 76 and Myeloid diff MLP GFP+ MAC1+ % 1.1.
`CCCCCOc1ccc(N2C(=O)C3C4C=CC(C3C2=O)N(C)C4=O)cc1` (stereo unspecified) gave Myeloid diff MLP inactive, NOD2 inhibition 16%, GPR55 LPI antagonism -9%, KOR beta-arrestin-1 -4.1%, KOR beta-arrestin-2 -16%, NOD1 NF-kB reporter -10%, NTR1 ag 0.1, GPR55 beta-arrestin -0.4%, T cell modulator inactive, T cell modulator vesicle-bound % 24, NTR1 ag cell count 20 µM 108 and Myeloid diff MLP GFP+ MAC1+ % 0.6.
`CC(C)(C)NC(=O)CN(C(=O)CS(=O)CC(=O)Nc1ccc(F)cc1)c1ccccc1` (stereo unspecified) gave Myeloid diff MLP inactive, NOD2 inhibition 12%, GPR55 LPI antagonism 9%, KOR beta-arrestin-1 2.7%, KOR beta-arrestin-2 -12%, NOD1 NF-kB reporter -4%, NTR1 ag 2.8, GPR55 beta-arrestin -0.3%, T cell modulator inactive, T cell modulator vesicle-bound % 29, NTR1 ag cell count 20 µM 101 and Myeloid diff MLP GFP+ MAC1+ % 4.8.
`CCOC(=O)CC(NC(=O)C1c2ccccc2Oc2ccccc21)c1ccccc1Cl` (stereo unspecified) gave Myeloid diff MLP inactive, NOD2 inhibition -30%, GPR55 LPI antagonism 10%, KOR beta-arrestin-1 4.1%, KOR beta-arrestin-2 10%, NOD1 NF-kB reporter -32%, NTR1 ag 2.5, GPR55 beta-arrestin 0.2%, T cell modulator inactive, T cell modulator vesicle-bound % 18, NTR1 ag cell count 20 µM 53 and Myeloid diff MLP GFP+ MAC1+ % 3.3.
For CC(C)Oc1cccc(C(=O)C2CCCN(C(=O)c3cc(C4CC4)[nH]n3)C2)c1 (stereo unspecified) the results were Myeloid diff MLP inactive, NOD2 inhibition 14%, GPR55 LPI antagonism 40%, KOR beta-arrestin-1 -1.7%, KOR beta-arrestin-2 -9%, NOD1 NF-kB reporter -12%, NTR1 ag -0.6, GPR55 beta-arrestin -0.2%, T cell modulator inactive, T cell modulator vesicle-bound % 22, NTR1 ag cell count 20 µM 67 and Myeloid diff MLP GFP+ MAC1+ % 2.7.
`COC(=O)C1=C(C)C(c2ccc(OC)cc2)NC(=S)N1` (stereo unspecified) gave Myeloid diff MLP inactive, NOD2 inhibition -13%, GPR55 LPI antagonism 10%, KOR beta-arrestin-1 3.3%, KOR beta-arrestin-2 -11%, NOD1 NF-kB reporter -2%, NTR1 ag -0.5, GPR55 beta-arrestin -0.1%, T cell modulator inactive, T cell modulator vesicle-bound % 27, NTR1 ag cell count 20 µM 86 and Myeloid diff MLP GFP+ MAC1+ % 1.2.
For COc1ccc(Cl)c(NC(=O)Cn2nnc(-c3ccccc3N)n2)c1 the results were Myeloid diff MLP inactive, NOD2 inhibition 18%, GPR55 LPI antagonism -14%, KOR beta-arrestin-1 1.0%, KOR beta-arrestin-2 19%, NOD1 NF-kB reporter 2%, NTR1 ag 0.3, GPR55 beta-arrestin 0.3%, T cell modulator inactive, T cell modulator vesicle-bound % 20, NTR1 ag cell count 20 µM 45 and Myeloid diff MLP GFP+ MAC1+ % 1.9.
For CCc1nc(C)cn1S(=O)(=O)c1cc(C)c(OC)c(C)c1C the results were Myeloid diff MLP inactive, NOD2 inhibition 46%, GPR55 LPI antagonism 0%, KOR beta-arrestin-1 0.0%, KOR beta-arrestin-2 -13%, NOD1 NF-kB reporter 38%, NTR1 ag 0.3, GPR55 beta-arrestin -0.2%, T cell modulator inactive, T cell modulator vesicle-bound % 34, NTR1 ag cell count 20 µM 87 and Myeloid diff MLP GFP+ MAC1+ % 4.1.
For Cc1ccc(Cn2nc(C)c(NC(=O)c3cc(-c4ccco4)on3)c2C)cc1 the results were Myeloid diff MLP inconclusive, NOD2 inhibition 0%, GPR55 LPI antagonism 16%, KOR beta-arrestin-1 0.6%, KOR beta-arrestin-2 -30%, NOD1 NF-kB reporter 20%, NTR1 ag -0.1, GPR55 beta-arrestin -0.1%, T cell modulator inactive, T cell modulator vesicle-bound % 28 and NTR1 ag cell count 20 µM 49.
For Clc1ccccc1Cn1nnc2c(Nc3ccccc3)ncnc21 the results were Myeloid diff MLP inactive, NOD2 inhibition 3%, GPR55 LPI antagonism 8%, KOR beta-arrestin-1 -7.5%, KOR beta-arrestin-2 -6%, NOD1 NF-kB reporter -20%, NTR1 ag 6.5, GPR55 beta-arrestin 0.0%, T cell modulator inactive, T cell modulator vesicle-bound % 56, NTR1 ag cell count 20 µM 76 and Myeloid diff MLP GFP+ MAC1+ % 5.1.
C=CCNC(=O)C1CCN(S(=O)(=O)c2cccs2)CC1 was read as Myeloid diff MLP inactive, NOD2 inhibition 7%, GPR55 LPI antagonism 22%, KOR beta-arrestin-1 -1.2%, KOR beta-arrestin-2 1%, NOD1 NF-kB reporter -21%, NTR1 ag 2.5, GPR55 beta-arrestin -0.1%, T cell modulator inactive, T cell modulator vesicle-bound % 52, NTR1 ag cell count 20 µM 50 and Myeloid diff MLP GFP+ MAC1+ % 1.0.
Screening CCNC(=S)NNC(=O)c1csc2c1CCCC2 returned Myeloid diff MLP inactive, NOD2 inhibition 16%, GPR55 LPI antagonism 15%, KOR beta-arrestin-1 -3.4%, KOR beta-arrestin-2 0%, NOD1 NF-kB reporter -3%, NTR1 ag 2.5, GPR55 beta-arrestin -0.2%, T cell modulator inactive, T cell modulator vesicle-bound % 33, NTR1 ag cell count 20 µM 57 and Myeloid diff MLP GFP+ MAC1+ % 0.7.
For O=C(NCc1ccccn1)C1CC(c2ccc(Cl)c(Cl)c2)=NO1 (stereo unspecified) the results were Myeloid diff MLP inactive, NOD2 inhibition -27%, GPR55 LPI antagonism -5%, KOR beta-arrestin-1 1.1%, KOR beta-arrestin-2 -30%, NOD1 NF-kB reporter 15%, NTR1 ag 0.8, GPR55 beta-arrestin -0.1%, T cell modulator inactive, T cell modulator vesicle-bound % 22, NTR1 ag cell count 20 µM 60 and Myeloid diff MLP GFP+ MAC1+ % 3.5.

Assay outcomes as filed in PubChem.

Not all compounds are listed; the hit share may differ from the screen's.
